KOR beta-arrestin-1 – KOR agonists, beta-arrestin recruitment, primary screen, cell-based, luminescence, uHTS (AID 1777). one-dose activation, % at 10 µM; EC50 in µM for titrated hits. hit rate 0.02% among 280,000. KOR beta-arrestin recruitment, luminescence; higher % means a stronger effect; in the data active = activation above about 50%, passing the limit was not always enough; also: a part of the inactive calls stands beside numbers as strong as those of hits
HEK293 NOD2/NF-kB – NOD2 signaling inhibitors, cell-based, luminescence, uHTS, HEK293 (AID 1566) | HEK293 NOD2/NF-kB luciferase reporter, luminescence; higher % means a stronger effect | inhibition, % at 4 µM, or EC50 in µM where a hit was titrated | hit rate 0.63% among 290,000; also: many of its hits are not listed in these tables
GPR55 activation – GPR55 agonists via beta-arrestin recruitment, primary screen, imaging, U2OS cells, beta-arrestin-GFP redistribution (AID 1961) | hit rate 0.048% among 290,000 | activation, % at 10 µM; hits with a dose series show EC50 in µM | U2OS GPR55 beta-arrestin-GFP redistribution imaging; higher % means a stronger effect;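 active = activation above 40% with more than 50 cells counted in the well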;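 also: U2OS osteosarcoma cells stably expressing GPR55 and beta-arrestin-GFP; plate controls were DMSO negative control for no effect and LPI positive control for full effect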
Myeloid diff 2 – compounds promoting myeloid differentiation. hit rate 1% among 360,000. calls only at 10 µM. ER-HoxA9 myeloid progenitors, lysozyme-GFP differentiation, flow cytometry;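 active = normalized GFP-positive differentiation at or above the plate's own cutoff, the solvent-only control mean plus 3 SD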;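 also: cells exposed to compound for four days before flow analysis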
GPR55 LPI antagonism – inhibition of LPI-stimulated GPR55 beta-arrestin translocation – imaging, U2OS, beta-arrestin-GFP, LPI agonist, primary screen (AID 2013); U2OS GPR55 beta-arrestin-GFP translocation imaging, LPI antagonism; higher % means a stronger effect; one-dose inhibition, % at 10 µM; IC50 in µM for titrated hits; hit rate 0.13% among 290,000;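 active = spots per cell inhibited over 60%, with over 100 cells counted and total cytoplasm intensity under 500,000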;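 also: U2OS cells stably carrying GPR55 and arrestin-GFP stimulated by 5 µM LPI near EC80; imaged beta-arrestin-GFP aggregate spots per cell after agonist stimulation; plate controls were LPI-stimulated DMSO wells for no effect and DMSO wells without LPI for full effect; some results filed as inactive read as strong as hits; confirmed hits need IC50 under 10 µM and bright autofluorescent wells are also inconclusive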
NOD1 inhibition – NOD1 signaling inhibitors, primary screen, cell-based, luminescence, uHTS (AID 1578). NOD1-driven NF-kB luciferase reporter cells, luminescence; higher % means a stronger effect. inhibition, % at 4 µM; hits with a dose series show EC50 in µM. hit rate 1% among 290,000; in the data active = inhibition mostly above about 36%, no sharp cut-off; inactive = mostly below about 34%;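 also: HEK-293T reporter cells stimulated with the NOD1 agonist gamma-tri-DAP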
HIV peptide binding – inhibitors of HIV fusion peptide binding, primary screen, biochemical, uHTS, fluorescence dequenching (AID 1986) | inhibition, % at 20 µM, or IC50 in µM where a hit was titrated | cell-free peptide binding, fluorescence dequenching, 30 min; higher % means a stronger effect | hit rate 0.3% among 290,000; in the data active = inhibition mostly above about 52%, no sharp cut-off; inactive = mostly below about 76%; also: some results filed as inactive read as strong as hits
GPR35 arrestin U2OS – inhibition of zaprinast-stimulated GPR35 beta-arrestin translocation – imaging, U2OS, beta-arrestin-GFP, zaprinast agonist, primary screen (AID 2058) | U2OS GPR35 beta-arrestin-GFP translocation imaging, zaprinast antagonism; higher % means a stronger effect | inhibition, % at 10 µM, or IC50 in µM where a hit was titrated | hit rate 0.052% among 290,000;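 active = inhibition of at least 50% with at least 30 cells and total cytoplasm GFP at most 10,000,000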
KOR beta-arrestin-2 – KOR antagonists, beta-arrestin recruitment, cell-based, luminescence, uHTS (AID 1778). inhibition, % at 10 µM; hits with a dose series show IC50 in µM. hit rate 0.091% among 290,000. KOR beta-arrestin recruitment, luminescence, antagonist mode; higher % means a stronger effect; also: strong numbers were not always called active
Myeloid diff 2 GFP+ MAC1+ % – second read-out of Myeloid diff 2, no call of its own (marks repeat the call); GFP+ MAC1+ double positive, %; measured here: differentiation confirmed by MAC1 staining
* = called active by the depositor; i = inactive; x = no result given; [ ] = dose if it differs, or a comment. Rule as the data show it, unless noted: active = inhibition above about 50%; inactive = the rest. These rows are one share of the data; count on the stated rates, not on these rows.

Start of the data: the first two entries as a preview:
SMILES	KOR beta-arrestin-1	HEK293 NOD2/NF-kB	GPR55 activation	Myeloid diff 2	Myeloid diff 2 GFP+ MAC1+ %	GPR55 LPI antagonism	NOD1 inhibition	HIV peptide binding	GPR35 arrestin U2OS	KOR beta-arrestin-2
COc1cccc(-n2cc(CN(C)Cc3nc(Cc4cccc(F)c4)no3)cn2)c1	1.4%	10.4%	0.2%	i	1.4	1.2%	-10.3%	0.7%	2.3%	-11.8%[20 µM]
O=C(NNc1nc2ccc(Cl)cc2s1)c1cc(-c2cccs2)nc2ccccc12	1.1%	10.0%	-0.3%	i	2.9	19.7%	-24.7%	7.7%	-16.5%	-40.3%

The listing, previewed entries included:
SMILES	KOR beta-arrestin-1	HEK293 NOD2/NF-kB	GPR55 activation	Myeloid diff 2	Myeloid diff 2 GFP+ MAC1+ %	GPR55 LPI antagonism	NOD1 inhibition	HIV peptide binding	GPR35 arrestin U2OS	KOR beta-arrestin-2
COc1cccc(-n2cc(CN(C)Cc3nc(Cc4cccc(F)c4)no3)cn2)c1	1.4%	10.4%	0.2%	i	1.4	1.2%	-10.3%	0.7%	2.3%	-11.8%[20 µM]
O=C(NNc1nc2ccc(Cl)cc2s1)c1cc(-c2cccs2)nc2ccccc12	1.1%	10.0%	-0.3%	i	2.9	19.7%	-24.7%	7.7%	-16.5%	-40.3%
O=C(CN1C(=O)NC2(CCCCCC2)C1=O)N1CCC(Cc2ccccc2)CC1	0.4%	7.7%	-0.1%	i	2.2	-1.3%	-11.4%	-1.3%	-13.9%	28.6%
Cc1ccc(C(=O)N/C(=C/c2ccc(Cl)cc2)C(=O)Nc2cccc(C(=O)O)c2)cc1	5.0%	2.4%	0.3%	i	0.4	2.3%	32.1%	7.5%	-8.9%	-1.2%
CCn1c(SCC(=O)NCc2ccco2)nnc1-c1ccncc1	-11.0%	8.4%	0.0%	x	x	-7.1%	-28.5%	2.3%	11.6%	1.7%
Cc1nc2ccccc2nc1N1CCCCC1	0.8%	-17.4%	-0.2%	i	0.7	21.4%	-28.2%	-2.2%	-1.6%	14.2%
Cc1cc(C)c(S(=O)(=O)Nc2ccc[nH]c2=O)c(C)c1	5.2%	0.8%	0.3%	i	0.8	5.6%	-20.4%	2.8%	9.4%	-60.7%
CC(C)(C)CN1CCN(Cc2cc3ccccc3[nH]2)CC1CCO (stereo unspecified)	-4.3%	7.1%	-0.4%	i	0.3	15.9%	-24.5%	1.3%	4.0%	-40.7%[20 µM]
O=C(CN(C(=O)c1csnn1)c1ccc(Cl)cc1)NC1CCCC1	-3.4%	7.2%	0.0%	i	0.4	6.8%	-16.4%	0.6%	4.9%	-11.7%
CCOC(=O)c1c(-c2cccs2)csc1NC(=O)CN1CCOCC1	-1.4%	22.6%	-0.1%	i	0.3	1.8%	x	0.4%	-16.8%	4.0%
O=C(COC(=O)c1ccc(S(=O)(=O)N2CCOCC2)cc1)NC1CCCC1	-9.3%	17.9%	0.2%	i	1.3	9.2%	-10.1%	0.3%	3.1%	-16.4%
Cc1ccc(Cn2c(NS(=O)(=O)c3ccccc3)nc3ccccc32)cc1	0.3%	25.9%	0.1%	i	0.3	-5.5%	12.4%	-2.3%	1.3%	-12.8%
CN(C)CCCNC(=O)C1(O)c2cc(Br)ccc2NC(=O)N1c1ccc(Cl)cc1 (stereo unspecified)	0.4%	17.6%	-0.2%	i	0.3	3.6%	-18.8%	1.2%	-1.1%	17.1%
CCOC(=O)/C(C#N)=C/c1cc2cc(C)c(C)cc2nc1Cl	-0.6%	3.1%	-0.1%	i	0.6	4.0%	-5.4%	1.4%	4.8%	16.4%
COc1ccc(OCC(=O)Nc2ccc(S(=O)(=O)Nc3nc(C)cc(C)n3)cc2)cc1	x	-8.2%	-0.1%	i	0.5	1.5%	-24.0%	1.6%	3.1%	-9.1%[20 µM]
O=C1CC(C(=O)Nc2ccccc2C(=O)O)C(c2ccccc2)O1 (stereo unspecified)	-2.8%	-11.8%	-0.4%	i	1.5	11.0%	-19.6%	0.2%	8.6%	37.2%
CCOC(=O)c1cc(-c2cccs2)nn1CCC#N	-3.9%	8.7%	-0.2%	i	0.7	7.7%	23.8%	-2.3%	-8.2%	44.9%
O=C(CSc1nc2cc(Cl)ccc2s1)NC(=O)NCc1ccco1	9.3%	4.5%	-0.3%	i	12.3	-0.9%	-37.7%	-0.7%	-9.5%	-50.4%
O=C(CSc1nnc(NC(=O)c2ccco2)s1)Nc1ccc(F)cc1F	-1.7%	2.2%	0.2%	i	1.0	7.5%	-1.6%	0.8%	-10.3%	27.3%
CC(=O)Nc1ccc(NC(=O)[C@@H]2CCCC[C@@H]2C(=O)O)cc1	-1.3%	3.5%	1.0%	i	0.4	6.8%	-15.9%	-1.2%	-8.3%	-2.0%
CCc1ccc(CN(C)C(=O)c2cc(COc3cccc(C(F)(F)F)c3)on2)nc1	-1.6%	14.9%	0.3%	i	3.3	13.1%	-16.0%	1.5%	18.3%	3.1%
Cc1nn(C(=O)c2cccc([N+](=O)[O-])c2)c(C)c1Sc1ccccc1	-2.0%	13.6%	0.0%	i	0.8	19.7%	-60.8%	2.6%	2.5%	6.6%
Cc1[nH]c(=O)[nH]c(=O)c1Cc1cccc2ccccc12	-4.7%	2.7%	0.4%	i	0.3	-21.6%	-16.4%	1.1%	-7.7%	-15.2%
O=C(N/N=C/c1cccs1)c1cc(-c2cccc3ccccc23)n[nH]1	3.7%	-54.9%	0.2%	i	0.2	2.5%	-0.9%	3.9%	-0.8%	-16.8%
CN1N=C(C(=O)N2CCCC(Nc3ccc(F)c(F)c3)C2)CCC1=O (stereo unspecified)	-2.5%	3.8%	0.0%	i	0.7	9.9%	-11.5%	-1.0%	19.2%	4.2%
O=C(c1ccccc1)N1CCN(CC(O)COC2CCCCC2)CC1 (stereo unspecified)	-4.6%	7.1%	0.1%	i	0.6	2.4%	-5.5%	-0.8%	-6.7%	25.5%
Cc1nc(C(=O)Nc2ccc(F)cc2)nn1-c1ccc([N+](=O)[O-])cc1	-3.5%	4.1%	0.0%	i	0.7	13.3%	-19.5%	-0.5%	-9.6%	23.5%
COc1ccccc1C(=O)NC(=S)Nc1ccc(S(=O)(=O)N2CCN(C)CC2)cc1	3.3%	-8.1%	0.2%	i	0.8	-2.7%	-26.7%	-2.2%	-7.3%	7.5%
CCCNC1=C(N(C(C)=O)c2cccc(F)c2)C(=O)c2ccccc2C1=O	-0.4%	32.6%	0.1%	i	1.0	16.0%	5.6%	12.8%	1.8%	2.9%
Cc1ccnc(NC(=O)CCC(=O)N(CC(=O)NCCc2ccccc2)Cc2ccco2)c1	-2.0%	-6.3%	-0.1%	i	0.8	5.4%	8.8%	-1.7%	0.2%	33.8%
Clc1cccc(-c2ccc(C=Nc3ccc(N4CCOCC4)cc3)o2)c1	0.6%	9.8%	-0.1%	i	1.3	12.7%	-12.6%	3.1%	-0.5%	-12.6%
Cc1cccc(C)c1OCC(O)CN1CCC(CN2C(=O)c3cccc4cccc(c34)C2=O)CC1 (stereo unspecified)	-3.2%	-10.6%	-0.2%	x	x	13.0%	-6.8%	-2.8%	19.9%	-34.6%
COc1ccc(CNC(=O)c2c(F)c(F)c(F)c(F)c2F)cc1	2.2%	17.0%	0.1%	i	0.1	-24.2%	45.6%	-0.3%	-2.0%	-8.3%
CCc1nnc(NC(=O)C2CCCN2C(=O)Nc2ccccc2)s1 (stereo unspecified)	1.5%	-5.3%	-0.2%	i	0.3	8.4%	-41.1%	1.2%	-10.9%	-22.4%
CNC(=O)C1=C(C)Nc2nc3ccccc3n2C1c1ccc(F)cc1 (stereo unspecified)	-2.5%	-4.6%	0.7%	i	0.5	6.0%	-10.6%	0.7%	1.4%	-16.1%
COc1ccc(OC)c(S(=O)(=O)N2CCCc3ccccc32)c1	9.4%	-2.8%	-2.3%	x	x	20.4%	3.5%	-0.5%	1.3%	-10.6%
Cc1cccc(C(=O)OCc2cncs2)c1	-2.6%	1.1%	-0.1%	i	0.3	3.9%	-13.8%	-0.6%	15.4%	-28.4%[20 µM]
CCOC(=O)c1c(NC(=O)CSc2nnc(C)o2)sc(C)c1C	-0.7%	-2.0%	-0.1%	i	2.2	1.8%	-10.9%	-0.4%	-0.3%	-7.2%
Cc1cc(-n2c(=O)c(C#N)cc3c(=O)n4ccccc4nc32)no1	3.7%	2.2%	2.1%	i	1.0	-12.7%	-8.2%	-0.4%	-8.5%	-4.6%
CC(Oc1ccccc1F)C(=O)NN (stereo unspecified)	-6.0%	12.6%	1.0%	i	0.7	-3.3%	-16.8%	-1.4%	0.2%	-16.4%
COc1ccc(-c2cnn(C3CCS(=O)(=O)C3)c2N)cc1 (stereo unspecified)	-3.6%	-3.1%	-0.1%	i	0.7	5.9%	18.7%	-0.9%	12.1%	x
CCCn1c(=NC(=O)c2ccc3c(c2)OCO3)c(C#N)cc2c(=O)n3cccc(C)c3nc21	-5.8%	-2.6%	-0.1%	x	x	12.8%	-4.0%	-1.1%	5.4%	-6.0%
CSc1ccc(CNC(=O)C2Cc3cc(S(=O)(=O)N4CCCCC4)ccc3N2C(C)=O)cc1 (stereo unspecified)	-3.5%	-8.6%	0.0%	i	0.5	7.1%	-18.8%	46.9%	8.0%	12.0%
O=C(NCCN1CCOCC1)/C(=C\c1ccc(F)cc1)NC(=O)c1ccccc1	4.7%	12.3%	-0.1%	i	3.2	0.2%	-22.1%	-0.7%	6.7%	-18.6%
CC(=O)NC1=NC(=O)/C(=C/N2CCOCC2)S1	-4.1%	7.0%	-0.2%	i	0.9	-8.5%	-10.3%	-1.5%	-10.2%	0.3%
Nc1cc(-c2ccccc2)nn1Cc1ccccc1	-6.0%	11.0%	0.2%	i	0.2	2.0%	-25.1%	-1.2%	-9.1%	-25.2%
CC1CN(C(=O)CCC(=O)NCc2ccccc2Cl)c2ccccc2S1 (stereo unspecified)	-0.8%	3.7%	-0.3%	i	3.1	-22.8%	-24.8%	-0.8%	5.7%	9.7%[20 µM]
CC(Oc1ccc(F)cc1)C(=O)/C=C\N(C)C (stereo unspecified)	0.2%	14.6%	-0.3%	i	0.6	-13.5%	3.0%	2.6%	-9.7%	-47.6%
O=S(=O)(CCc1nc2ccccc2[nH]1)c1ccc(Br)cc1	1.2%	3.2%	0.1%	i	0.4	7.4%	-29.6%	-0.5%	2.4%	-9.0%
CC(C)CC(COCc1cccc(C(F)(F)F)c1)N1CCN(C(=O)c2cccc(C(F)(F)F)c2)CCC1=O (stereo unspecified)	1.5%	-9.9%	1.0%	i	1.5	8.8%	-23.0%	0.4%	-0.2%	-21.8%
Cc1cc(C)n(CC(=O)N/N=C/c2ccc([N+](=O)[O-])s2)n1	-15.7%	26.9%	-0.4%	i	0.8	13.2%	0.7%	0.3%	-6.6%	-9.3%
CC(/C=C1\SC(=O)N(CC(=O)Nc2ccc(O)cc2)C1=O)=C\c1ccccc1	23.4%	-60.4%	-0.3%	i	0.2	2.7%	41.1%	0.7%	-6.3%	-40.4%
